ERK EGF block = inhibitors of EGF-stimulated ERK signaling pathway | 0.41% of 130,000 active | Potency, µM (doses to about 11.5 µM), inactives show at the highest dose activity change, negative = inhibition, actives largely listed as inhibitors | HEK293-V1b, EGF-stimulated phospho-ERK AlphaScreen; active means well fitted inhibition curve with a large enough effect; inconclusive means small, poorly fitted or top-dose-only effect, or effect the other way;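 further: plate controls were stimulated vehicle wells for no effect and unstimulated vehicle basal for full effect; nearly all actives have a fitted effect of over 55% in size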
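Stably V1b-transfected HEK293 cells; 30 min compound, then EGF 25 nM final for 5 min at 37C; 10 min lysis; phospho-ERK by AlphaScreen after 5 hr beads at room temperature.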
* = called active by the depositor; ? = inconclusive; & = joins results of further samples; [ ] = dose if it differs, or a comment. Potency means the concentration at half of the fitted maximal effect.

(1) Cc1cccc(NC(=O)C(C)N2CC=C(c3ccccc3)CC2)c1 (configuration not stated)
- ERK EGF block: -1.6%
(2) COc1ccc(OC)c(C(O)C(C)N)c1 (configuration not stated)
- ERK EGF block: ?
(3) OC(C#CCN1CCOCC1)(c1ccccc1)C1CCCC1 (configuration not stated)
- ERK EGF block: 8.4%
(4) CC(=O)Nc1ccccc1C(=O)OCc1ccc(F)cc1
- ERK EGF block: -3.6%
(5) O=[N+]([O-])c1cccc(CN2CCN(Cc3ccc(Br)cc3)CC2)c1
- ERK EGF block: ?
(6) O=C(Cc1ccccc1)N1CCN(Cc2cccc(Br)c2)CC1
- ERK EGF block: -7.3%[57.5 µM]
(7) CCCc1c(C)nc(SCC(=O)C(C)(C)C)nc1OC(=O)N(C)C
- ERK EGF block: 1.3%[57.5 µM]
(8) CC(C)(C)c1cc([N+](=O)[O-])cc(C(C)(C)C)c1O
- ERK EGF block: -3.8%
(9) O=C(O)CCn1cc(C=C2C(=O)NC(=O)NC2=O)c(-c2cc3ccccc3oc2=O)n1
- ERK EGF block: -3.4%
(10) C[C@H]1CC[C@@]2(C)[C@@H](CC[C@@H]3[C@@H]2CC[C@]2(C)[C@@H](O)CC[C@@H]32)C1
- ERK EGF block: -6.3%[57.5 µM]
(11) O=c1c2ccccc2nc(-c2ccccc2)n1-c1cccc(O)c1
- ERK EGF block: 6.0%
(12) CN1C[C@@H](C(=O)N[C@@]2(C)O[C@]3(O)C4CCCN4C(=O)[C@@H](Cc4ccccc4)N3C2=O)C=C2c3cccc4[nH]cc(c34)C[C@@H]21 (some centres not stated)
- ERK EGF block: -2.8%
(13) NP(=O)(OCC(F)(F)F)Oc1cccc2ccccc12 (configuration not stated)
- ERK EGF block: -2.3%
(14) N#CC(C#N)=NNc1cccc(Cl)c1
- ERK EGF block: -4.0%
(15) Cc1c(C(=O)N2CCC3(CC2)OCCO3)oc2ccc(S(=O)(=O)N3CCCCC3)cc12
- ERK EGF block: -7.4%
(16) O=c1c2ccccc2nc(CNCc2ccco2)n1-c1ccc(F)cc1
- ERK EGF block: 5.8%
(17) N#CC(C#N)=Cc1ccc(-c2ccccc2F)o1
- ERK EGF block: -4.4%
(18) O=[N+]([O-])c1ccc(NCCO)c2ncccc12
- ERK EGF block: 0.9%
(19) c1ccc(-c2cc(-c3ccccc3)[n+](-c3ccccc3)c(-c3ccccc3)c2)cc1
- ERK EGF block: 22.4µM*
(20) COc1cc(OC)cc(C(=O)Nc2ccc(Br)cc2C(=O)c2ccccc2)c1
- ERK EGF block: -2.9%
(21) N#CC(C#N)=NNc1ccc(-n2ccc(C(F)(F)F)n2)cc1
- ERK EGF block: 3.6%[57.5 µM]
(22) CCCC(C)(COC(N)=O)COC(=O)NC(C)C (configuration not stated)
- ERK EGF block: 11.9%&-3.8%
(23) C#CCOc1cc(C2C3=C(COC3=O)Nc3cc4c(cc32)OCO4)ccc1OC (configuration not stated)
- ERK EGF block: -2.7%
(24) CCOc1ccc(C2CC(c3c(O)n(C)c(=O)n(C)c3=O)=NN2)cc1 (configuration not stated)
- ERK EGF block: -5.1%[57.5 µM]
(25) CC1C(=O)OC2CCN3CC=C(COC(=O)[C@](C)(O)[C@]1(C)O)C23 (some centres not stated)
- ERK EGF block: 15.7%

Nothing new here: entries from further up.
(4) CC(=O)Nc1ccccc1C(=O)OCc1ccc(F)cc1
- ERK EGF block: -3.6%
(5) O=[N+]([O-])c1cccc(CN2CCN(Cc3ccc(Br)cc3)CC2)c1
- ERK EGF block: ?
(6) O=C(Cc1ccccc1)N1CCN(Cc2cccc(Br)c2)CC1
- ERK EGF block: -7.3%[57.5 µM]

Continuation:
(26) O=c1[nH]c(O)c(N=Nc2ccc(SC(F)F)cc2)c(=O)[nH]1
- ERK EGF block: -2.0%[57.5 µM]
(27) CCc1ccc(CN2CCN(Cc3cc(Br)ccc3O)CC2)cc1
- ERK EGF block: -3.9%
(28) CC(C)N1CCN(Cc2cccc3c2OCO3)CC1CCO (configuration not stated)
- ERK EGF block: -1.3%
(29) COc1ccc2c(c1OC)C(=O)OC2C1c2cc3c(cc2CCN1C)OCO3 (configuration not stated)
- ERK EGF block: 8.9%&0.9%&6.7%&5.1%
(30) O=C1CN=C(c2ccc(F)cc2)c2oc3ccccc3c2N1
- ERK EGF block: 7.4%
(31) O=C(CN1CCCCC1)c1ccccc1Cl
- ERK EGF block: 1.6%
(32) Clc1cccc(N2CCNCC2)n1
- ERK EGF block: -5.9%
(33) C[C@H]1CCCC=CC2C[C@H](O)C[C@@H]2[C@H](O)/C=C\C(=O)O1 (some centres not stated)
- ERK EGF block: 3.9%
(34) CC(=O)OC1(c2ccccc2)CC(C(C)(C)C)CN(C(C)(C)C)C1 (configuration not stated)
- ERK EGF block: 8.1%
(35) O=[N+]([O-])c1cc(F)c(N2CCCCCC2)cc1N1CCNCC1
- ERK EGF block: -5.7%
(36) CCCCC1(C2CCCC2)Cc2cc(OCCCC(=O)O)c(Cl)c(Cl)c2C1=O (configuration not stated)
- ERK EGF block: -0.2%
(37) CCC(=O)O[C@@](Cc1ccccc1)(c1ccccc1)[C@@H](C)CN(C)C
- ERK EGF block: -6.8%[25.7 µM]
(38) COc1ccc(N2C(=O)/C(=C/c3cc(C)n(-c4ccc(C)cn4)c3C)C(=O)NC2=S)c(OC)c1
- ERK EGF block: 2.6%
(39) CCC(=O)OC1(c2ccccc2)CCN(C)CC1C (configuration not stated)
- ERK EGF block: 2.1%
(40) CCOc1cccc(=NC2CCCCC2)c2c(C)[nH]c(C)c12
- ERK EGF block: ?
(41) CC1CN=C(NCCc2ccccc2)S1 (configuration not stated)
- ERK EGF block: 26.2%
(42) CCC(=NCCCn1ccnc1)c1c(O)n(-c2ccccc2)c(=O)[nH]c1=O
- ERK EGF block: -12.4%[57.5 µM]
(43) Cc1c(C=O)c2ccccc2n1Cc1ccc([N+](=O)[O-])cc1
- ERK EGF block: 5.8%
(44) O=C(NC(=C(Cl)Cl)P(=O)(c1ccccc1)c1ccccc1)c1ccccc1
- ERK EGF block: -1.5%
(45) CCCCn1c(O)c(C(C)=NCc2ccco2)c(=O)[nH]c1=O
- ERK EGF block: -3.4%[57.5 µM]
(46) CCOC(=O)c1c(/N=C/c2c(O)n(-c3cccc(C)c3)c(=O)[nH]c2=O)sc2c1CCCC2
- ERK EGF block: 0.2%
(47) Nc1nnc(CCN2CCCCC2)s1
- ERK EGF block: -1.4%
(48) COc1ccc(C(=O)C2CCCN(Cc3ccc(C)s3)C2)c(OC)c1 (configuration not stated)
- ERK EGF block: -2.9%
(49) CC(C)(O)C1C2OC(=O)C1[C@]1(O)CC3O[C@@]34C(=O)OC2[C@@]14C (some centres not stated)
- ERK EGF block: 11.5%
(50) CCCN1CCO[C@@H]2c3cc(O)ccc3OC[C@H]21
- ERK EGF block: 4.7%&-2.6%

Some of the entries above, reformatted.
cpd	smiles	ERK EGF block
39	CCC(=O)OC1(c2ccccc2)CCN(C)CC1C (configuration not stated)	2.1%
35	O=[N+]([O-])c1cc(F)c(N2CCCCCC2)cc1N1CCNCC1	-5.7%
44	O=C(NC(=C(Cl)Cl)P(=O)(c1ccccc1)c1ccccc1)c1ccccc1	-1.5%
37	CCC(=O)O[C@@](Cc1ccccc1)(c1ccccc1)[C@@H](C)CN(C)C	-6.8%[25.7 µM]
26	O=c1[nH]c(O)c(N=Nc2ccc(SC(F)F)cc2)c(=O)[nH]1	-2.0%[57.5 µM]
46	CCOC(=O)c1c(/N=C/c2c(O)n(-c3cccc(C)c3)c(=O)[nH]c2=O)sc2c1CCCC2	0.2%
41	CC1CN=C(NCCc2ccccc2)S1 (configuration not stated)	26.2%

Continuation:
(51) CCc1nnc(NS(=O)(=O)c2ccc(N=Cc3c(O)n(-c4ccc(Cl)cc4)c(=O)[nH]c3=O)cc2)s1
- ERK EGF block: -6.3%
(52) Cc1cc(/C=C2\C(=O)NC(=S)N(C)C2=O)c(C)n1C1CCCCC1
- ERK EGF block: -9.2%
(53) Cc1c(N=Cc2c(O)n(C)c(=O)[nH]c2=O)c(=O)n(-c2ccccc2)n1C
- ERK EGF block: -12.8%[57.5 µM]
(54) NC1C[C@H]1c1ccccc1 (some centres not stated)
- ERK EGF block: 4.5%
(55) CCn1ccnc1CN1CCCC(C(=O)c2cccc(C(F)(F)F)c2)C1 (configuration not stated)
- ERK EGF block: -9.4%
(56) Cc1ccc(/C=C2/C(=O)NC(=O)N(Cc3ccc(F)cc3)C2=O)o1
- ERK EGF block: 8.2%[57.5 µM]
(57) COc1ccc(OC)c(NC2=NCCS2)c1
- ERK EGF block: -6.8%
(58) Cc1c(N=Nc2c(O)n(-c3ccc(Br)cc3)c(=O)[nH]c2=O)c(=O)n(-c2ccccc2)n1C
- ERK EGF block: 1.2%[57.5 µM]
(59) COc1ccccc1-n1c(CNCC2CCCO2)nc2ccccc2c1=O (configuration not stated)
- ERK EGF block: 8.9%
(60) Cc1ccccc1OP(N)(=O)Oc1ccccc1C
- ERK EGF block: 0.1%
(61) C=CCn1c(=O)c(C=Nc2cccnc2Cl)c(O)n(CCCC)c1=O
- ERK EGF block: -6.2%
(62) C[C@H]1O[C@H](O[C@H]2[C@H](O)[C@@H](O)[C@@H](O)[C@H](O)[C@@H]2O)[C@@H](N)C[C@@H]1NC(=N)C(=O)O
- ERK EGF block: 23.1%
(63) CC(=NCCCn1ccnc1)c1c(O)n(C2CCCCC2)c(=O)[nH]c1=O
- ERK EGF block: -3.6%[57.5 µM]
(64) O=C(c1ccc2c(c1)OCO2)C1CCCN(Cc2ccccn2)C1 (configuration not stated)
- ERK EGF block: -15.5%
(65) CCC12C=CCN3CCC4(c5ccc(OC)cc5N(C)C4[C@@](O)(C(=O)OC)C1OC(C)=O)C32 (some centres not stated)
- ERK EGF block: 41.4%
(66) O=C1NC(=O)C(=Cc2ccc(N3CCOCC3)cc2)C(=O)N1
- ERK EGF block: 0.7%
(67) O=C(Cn1nc(-c2ccccc2)ccc1=O)N1CCC2(CC1)OCCO2
- ERK EGF block: -10.6%
(68) O=C1/C(=C\c2cc3c(cc2Br)OCO3)N2CCC1CC2
- ERK EGF block: 2.9%
(69) CC(=NCCC(c1ccccc1)c1ccccc1)c1c(O)n(C)c(=O)n(C)c1=O
- ERK EGF block: -0.1%
(70) CCCCCCCCCCCCCCC[C@@H](O)[C@@H](N)COP(=O)(O)O
- ERK EGF block: -16.9%
(71) CCOC(=O)C1(CCc2ccccc2)CCN(C2CCSCC2)CC1
- ERK EGF block: -7.7%
(72) O[C@@H]1CCCC[C@H]1N1CCC(c2ccccc2)CC1
- ERK EGF block: 7.1%[57.5 µM]
(73) C=CCN1C(=O)/C(=C/c2cc(C)n(-c3cccnc3)c2C)C(=O)NC1=S
- ERK EGF block: 3.0%
(74) C[C@]12CCC(=O)C[C@@H]1CC[C@@H]1[C@@H]2CC[C@@]2(C)[C@H]1CC[C@]2(C)O
- ERK EGF block: ?
(75) O=C(CCNS(=O)(=O)c1ccccc1)Nc1ccc(Cl)cc1C(=O)c1ccccc1
- ERK EGF block: -2.3%

(76) CCOP(=O)(OCC)C(O)c1cccc([N+](=O)[O-])c1 (configuration not stated)
- ERK EGF block: -3.6%
(77) CC(C)C[C@H]1C(=O)N2CCCC2[C@]2(O)O[C@](NC(=O)[C@@H]3C=C4c5cccc6[nH]cc(c56)CC4N(C)C3)(C(C)C)C(=O)N12 (some centres not stated)
- ERK EGF block: -6.5%
(78) COC(=NC1CCCC1)C(O)c1c[nH]c2ccccc12 (configuration not stated)
- ERK EGF block: -10.0%
(79) CCOC(=O)C(NC(=O)C(Cc1ccc(N(CCCl)CCCl)cc1)NC(C)=O)C(C)C (configuration not stated)
- ERK EGF block: -2.1%
(80) COc1ccc(CN2C(=O)NC(=O)/C(=C\c3cc(OC)c(OC)c(OC)c3)C2=O)cc1
- ERK EGF block: 7.1%
(81) Cc1cccc(-n2c(O)c(/C=N/Nc3nc4c(c(=O)n(C)c(=O)n4C)n3C)c(=O)[nH]c2=S)c1
- ERK EGF block: -1.5%
(82) COc1cc(C2c3cc4c(c(O)c3CC3COC(=O)C32)OCO4)cc(OC)c1OC (configuration not stated)
- ERK EGF block: 27.2%
(83) O=C1CN=C(c2ccc(Cl)cc2)c2oc3ccccc3c2N1
- ERK EGF block: -17.0%[57.5 µM]
(84) C=CCN1C(=O)/C(=C/c2ccc3c(c2)CCCN3CCC)C(=O)NC1=S
- ERK EGF block: 7.4%
(85) O=C(c1cccc(Cl)c1)C1CCCN(Cc2cccc3cnccc23)C1 (configuration not stated)
- ERK EGF block: -4.7%[57.5 µM]
(86) CCN(CC)C(=O)c1ccc(NC(=O)COc2ccccc2F)cc1
- ERK EGF block: -2.6%
(87) Cc1cc(C=O)c(C)n1C1CC1
- ERK EGF block: 5.0%
(88) CC(=Nc1ccc2c(c1)CCC2)c1c(O)n(-c2ccccc2)c(=O)[nH]c1=O
- ERK EGF block: -15.7%[57.5 µM]
(89) O=C(Oc1ccccc1)N1CCC[C@@]2(CCN(Cc3nccs3)C2)C1
- ERK EGF block: -3.7%
(90) Cc1cccc(OP(=O)(Nc2cccnc2)Oc2cccc(C)c2)c1
- ERK EGF block: -3.4%
(91) O=C(O)CN1C(=O)CN=C(c2ccccn2)c2cc(Cl)ccc21
- ERK EGF block: -6.0%[57.5 µM]
(92) O=C1NC(=O)C(CCc2ccccn2)(Cc2cccc(Cl)c2Cl)C(=O)N1c1ccc(Br)cc1 (configuration not stated)
- ERK EGF block: -3.8%
(93) CCN(CC)c1ccc(N=Cc2c(O)n(Cc3ccco3)c(=O)[nH]c2=O)cc1
- ERK EGF block: 4.6%[57.5 µM]

High-throughput results as filed in PubChem BioAssay.

The list is partial, so the mix of outcomes need not match the whole.
